# Glioma ERSR ind: ER stress response induction in glioma | 420,000 tested, 0.02% active | U87-MG GRP78 promoter luciferase reporter, 16 h | Potency, µM, without a hit: top-dose activation, usual class: activators; note: potency is the fitted concentration of half-maximal effect; series mostly up to about 76 µM; % of control where 0% means no effect; nearly all actives have a fitted effect of over 35% in size
#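 Stably transfected U87-MG human glioma cells carrying a GRP78-based luminescent sensor were seeded at 1000 cells/well, pin-dosed with compounds and incubated 16 h. Luciferase reagent was then added, and end-point luminescence was read after 10 min at room temperature.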
# Pol kappa inh: DNA polymerase kappa (human) inhibition; purified Pol kappa, fluorescent DNA synthesis assay, 10 min; Q9UBT6; 400,000 tested, 0.53% active; Potency, µM (highest dose often 107 µM), inactives show top-dose activity, negative = inhibition, usual class: inhibitors; note: potency is the fitted concentration of half-maximal effect; % is set by controls: 0 for no effect and ±100 for the full control effect
#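 Enzyme at 10 nM met test compounds for 15 min at room temperature. Substrate addition (50 nM final) began the reaction, which was monitored by fluorescence at 0 and 10 min.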
# APEX1 inh: blocks human APE1 abasic DNA cleavage; P27695; AID 2517; Potency, µM (highest dose often 65.8 µM), for the others: top-dose activity change, negative = inhibition, usual class: inhibitors; recombinant APE1, TAMRA/BHQ-2 abasic DNA cleavage fluorescence; 350,000 tested, 0.35% active;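 note: potency is the fitted concentration of half-maximal effect; plate controls were vehicle for no effect and reference inhibitor for full effect; nearly all actives have a fitted effect of over 55% in size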
#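 Compound pre-exposure to 0.75 nM APE1, 15 min at ambient temperature. Reaction initiated with 50 nM TAMRA/BHQ-2 THF substrate, read immediately in kinetic mode, 525 nm excitation, 598 nm emission.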
# POLB inh: blocks human DNA polymerase beta activity; 340,000 tested, 1.3% active; Potency, µM (series often up to 114 µM), inactives show top-dose activity change, negative = inhibition, usual class: inhibitors; P06746; Pol beta primer extension/strand displacement, fluorescence kinetic; note: potency is the fitted concentration of half-maximal effect; % is set by controls: 0 for no effect and ±100 for the full control effect
#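 Enzyme-only controls used 10 nM Pol beta; buffer lacking enzyme served as negative control. Compound preincubated 15 min, then 50 nM substrate added; 0 and 10 min reads at room temperature.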
# BLM helicase inh: Bloom syndrome helicase (human) inhibition. AID 2528. 350,000 tested, 0.2% active. Potency, µM (titrated, usually from 56.1 µM), for the others: at the highest dose activity change, negative = inhibition, hits mostly inhibitors. recombinant BLM DNA unwinding, fluorescence dequenching. P54132;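 note: potency is the fitted concentration of half-maximal effect; plate controls were vehicle for no effect and no enzyme for full effect; nearly all actives have a fitted effect of over 35% in size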
# Pol iota inh: inhibitors of human DNA polymerase iota. Q9UNA4. Pol iota fluorescent replication assay, 10 min. Potency, µM (top dose mostly 115 µM), for the others: at the highest dose activity, negative = inhibition, most hits filed as inhibitors. 390,000 tested, 1% active. AID 588590; note: potency is the fitted concentration of half-maximal effect
# Target sequence (Q9UNA4 whole entry, looked up): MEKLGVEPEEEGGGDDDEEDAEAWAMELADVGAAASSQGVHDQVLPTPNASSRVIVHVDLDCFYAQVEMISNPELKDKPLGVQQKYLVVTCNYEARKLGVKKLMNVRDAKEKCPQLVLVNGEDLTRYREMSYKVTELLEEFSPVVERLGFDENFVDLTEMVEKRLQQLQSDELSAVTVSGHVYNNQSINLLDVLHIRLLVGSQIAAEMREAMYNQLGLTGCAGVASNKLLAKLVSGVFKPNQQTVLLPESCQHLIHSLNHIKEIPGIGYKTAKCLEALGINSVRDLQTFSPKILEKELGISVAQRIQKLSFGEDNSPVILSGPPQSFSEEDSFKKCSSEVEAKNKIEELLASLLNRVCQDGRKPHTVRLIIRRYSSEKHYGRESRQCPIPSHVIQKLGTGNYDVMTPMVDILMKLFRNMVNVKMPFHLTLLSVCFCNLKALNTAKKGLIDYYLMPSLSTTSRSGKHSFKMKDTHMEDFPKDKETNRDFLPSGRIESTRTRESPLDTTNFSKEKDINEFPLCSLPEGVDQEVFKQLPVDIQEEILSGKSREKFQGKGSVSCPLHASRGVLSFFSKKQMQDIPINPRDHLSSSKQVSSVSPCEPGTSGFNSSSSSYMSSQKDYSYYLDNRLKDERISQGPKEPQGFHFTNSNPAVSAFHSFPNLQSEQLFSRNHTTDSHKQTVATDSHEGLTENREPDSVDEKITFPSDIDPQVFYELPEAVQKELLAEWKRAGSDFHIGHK
#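 Pol iota at 10 nM preincubated 15 min with compounds at room temperature; reaction started with fluorescent substrate, 50 nM final. Fluorescence read kinetically at 0 and 10 min; buffer-only wells as negative control.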
# Pol eta inh: DNA polymerase eta (human) inhibition | Q9Y253 | 390,000 tested, 1.2% active | Potency, µM (top dose mostly 114 µM), inactives show at the highest dose activity change, negative = inhibition, usual class: inhibitors | recombinant Pol eta, fluorescent DNA replication assay; note: potency is the fitted concentration of half-maximal effect; % is set by controls: 0 for no effect and ±100 for the full control effect
#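 Fluorescent replication assay: 50 nM final substrate added after a 15 min room-temperature compound preincubation with 10 nM enzyme. Signal taken at 0 min and again at 10 min.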
# Apoferritin bind: binds horse apoferritin like a general anesthetic; P02791; apoferritin/1-aminoanthracene competitive binding, fluorescence; Potency, µM (doses to about 77.5 µM), without a hit: at the top dose activity change, negative = displacement, most hits filed as inhibitors; 350,000 tested, 0.074% active; note: potency is the fitted concentration of half-maximal effect; % is set by controls: 0 for no effect and ±100 for the full control effect; nearly all actives have a fitted effect of over 20% in size
# Target sequence (P02791 2-175 limits assumed): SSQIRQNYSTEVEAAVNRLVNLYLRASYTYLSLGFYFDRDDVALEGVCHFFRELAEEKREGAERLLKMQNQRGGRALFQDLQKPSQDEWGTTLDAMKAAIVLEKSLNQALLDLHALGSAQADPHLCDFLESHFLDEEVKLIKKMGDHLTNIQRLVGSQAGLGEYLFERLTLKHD
#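 10 uM apoferritin + 50% sat. 1-AMA, PBS; cpd 10 min RT; Ex380/Em535 endpoint; normalized to free probe vs complex; 4-param Hill fit; propofol titration as pos. ctrl.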
# LDHA block: blocks human lactate dehydrogenase A | P00338 | purified LDHA, NADH/diaphorase-resazurin fluorescence; active compounds read low | activity change, % (values are at about 110 or 230 µM) | 480,000 tested, 0.15% active | AID 1347041; in the data active = activity change below about -30%; inconclusive = mostly about -25% to -30%;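 note: plate controls were DMSO wells for no effect and wells without enzyme for full effect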
#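 Resorufin fluorescence (ex540/em590), read at 0 and 20 min after diaphorase/resazurin addition, reports the NADH left after a 5 min room-temperature reaction of 2 nM human LDH5 with 0.06 mM NADH and 0.2 mM pyruvate.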
# * hit, by the source's call; ? = inconclusive; . = not tested or not shown; & = joins results of further samples; [ ] = another dose, or the depositor's remark. Unless noted, calls come from the whole dose curve; as a rule, active = well fitted curve in the direction sought with a large enough effect; inconclusive = small, poorly fitted or top-dose-only effect, or another doubt; inactive = no such curve, though single readings can be large; an effect the other way counts as inactive or inconclusive.
1: COc1ccc(NS(=O)(=O)c2cc(N)ccc2N2CCCC2)cc1
2: COC(=O)c1ccc2ccccc2c1OC1OC(CO)C(O)C(O)C1NC(C)=O (stereo unspecified)
3: COc1ccc(-c2csc(NC(=O)C3CSC4(C)CCC(=O)N34)n2)c(OC)c1 (stereo unspecified)
4: c1ccc2c(CCNc3ncnc4nc[nH]c34)cccc2c1
5: COc1ccc(C2CC(c3ccccc3)=NN2C(=O)c2cccs2)cc1 (stereo unspecified)
6: Cc1ccccc1Nc1nnc(C)c(=O)n1N
7: Cc1ccc(S(=O)(=O)NCc2ccccc2)cc1C(=O)N(C)Cc1ccccc1F
8: CCCCC[C@H](O)/C=C/[C@H]1[C@H](O)CC(=O)[C@@H]1CCCCCCC(=O)O
9: Cc1ccc2c(cnn2C(=O)CCCC(=O)NCc2cccc(F)c2)c1
10: Cc1ccc2nsnc2c1NC(=O)Cc1ccc(Cl)cc1

Screen / compound no.	1	2	3	4	5	6	7	8	9	10
Glioma ERSR ind	-4%	-1%	0%	-5%	10%	-2%	-3%	0%	-2%	-4%
Pol kappa inh	-16%	2%	-19%	-22%	-31%	-15%	-3%	7%[19.4 µM]	-11%	-6%
APEX1 inh	5%	-1%	11%	2%	9%	0%	3%	-1%	10%	-1%
POLB inh	.	?	.	-26%	3%	25%	19%	.	38%	-24%
BLM helicase inh	.	-1%	.	2%	-1%	5%	-4%	2%	1%	-4%
Pol iota inh	131%[activator]	5%	13%	76%[activator]	?	28%	11%	.	-5%	9%
Pol eta inh	-4%	-14%	-21%	11%	-8%	3%	-12%	.	-5%	-6%
Apoferritin bind	.	-10%	.	-1%	-13%	-7%	-10%	0%	-15%	-1%
LDHA block	4	3	2	-10	0	-8	-3	.	1	-10

# Laid out differently: entries from further up
cpd	Molecule	Glioma ERSR ind	Pol kappa inh	APEX1 inh	POLB inh	BLM helicase inh	Pol iota inh	Pol eta inh	Apoferritin bind	LDHA block
5	COc1ccc(C2CC(c3ccccc3)=NN2C(=O)c2cccs2)cc1 (stereo unspecified)	10%	-31%	9%	3%	-1%	?	-8%	-13%	0
6	Cc1ccccc1Nc1nnc(C)c(=O)n1N	-2%	-15%	0%	25%	5%	28%	3%	-7%	-8
7	Cc1ccc(S(=O)(=O)NCc2ccccc2)cc1C(=O)N(C)Cc1ccccc1F	-3%	-3%	3%	19%	-4%	11%	-12%	-10%	-3
8	CCCCC[C@H](O)/C=C/[C@H]1[C@H](O)CC(=O)[C@@H]1CCCCCCC(=O)O	0%	7%[19.4 µM]	-1%	.	2%	.	.	0%	.
9	Cc1ccc2c(cnn2C(=O)CCCC(=O)NCc2cccc(F)c2)c1	-2%	-11%	10%	38%	1%	-5%	-5%	-15%	1

# Next part:
11: O=C(NC1CCCCCC1)C1CCCN(S(=O)(=O)c2cccs2)C1 (stereo unspecified)
12: O=C(CNC(=O)Cc1ccccc1)NCC(=O)OCC(=O)c1ccc(Cl)cc1
13: CC1CCC2=NN(C(=O)c3ccco3)C(O)(C(F)(F)F)C2C1 (stereo unspecified)
14: O=C(c1ccc(S(=O)(=O)c2cccc(Cl)c2)c([N+](=O)[O-])c1)N1CCN(Cc2ccccc2)CC1
15: C/C=C(\C)CN1CCCC(CO)(Cc2ccccc2)C1 (stereo unspecified)
16: O=S1(=O)N=C(N(CCO)/N=C/c2ccc(Cl)cc2)c2ccccc21
17: Cc1ccccc1-c1noc(-c2cc(C(C)C)[nH]n2)n1
18: CNc1snc(C)c1C(=O)OCC(=O)N(C)Cc1ccccc1
19: O=C(NCCN=C1NS(=O)(=O)c2ccccc21)c1ccccc1
20: CCNC(=O)C1CCN(S(=O)(=O)c2ccc(F)cc2)CC1

Screen / compound no.	11	12	13	14	15	16	17	18	19	20
Glioma ERSR ind	1%	-1%	-6%	-12%	-4%	-3%	3%	-3%	-2%	-9%
Pol kappa inh	-11%	-11%	-1%	-6%	-1%	-22%	-11%	5%	9%	-6%
APEX1 inh	-2%	17%	-1%	-7%	-2%	11%	.	-3%	28%	0%
POLB inh	16%	2%	-6%	-1%	10%	25%	-11%	.	46%	25%
BLM helicase inh	-3%	0%	-3%	-14%	19%	-2%	-8%	.	-8%	2%
Pol iota inh	15%	16%	40%[activator]	238%[activator]	-4%	31%[activator]	15%	5%	21%	5%
Pol eta inh	-16%	4%	-10%	-24%	-3%	-11%	-25%	-15%	-23%	9%
Apoferritin bind	-4%	5%	?	-21%	-11%	-10%	?	.	-8%	-6%
LDHA block	-4	-6	-3	-5	-11	-4	-2	-3	-11	0

21: CCc1ccc(-c2cn(C3CCCCC3)c(=S)[nH]2)cc1
22: Cc1cc(F)ccc1NC(=O)C1CCCN(S(=O)(=O)c2ccc3c(c2)CCCC(=O)N3)C1 (stereo unspecified)
23: Cc1nc(C)n(CC(C)C(=O)N2CCN(S(=O)(=O)c3ccccc3)CC2)n1 (stereo unspecified)
24: CSCCC(NS(=O)(=O)c1ccc(Cl)cc1)C(=O)OCC(=O)N1CCOCC1 (stereo unspecified)
25: O=C(c1ccccc1S(=O)(=O)NCc1ccccc1)N1CCCCC1
26: CC(C)CC1Nc2ncnc(N3CCN(c4ccccn4)CC3)c2N(Cc2ccccc2)C1=O (stereo unspecified)
27: COc1ccccc1OCC(=O)N1CCN(S(=O)(=O)c2ccc(Cl)cc2)CC1
28: COc1ccc(-c2nnc3sc(-c4ccco4)nn23)cc1OC
29: CCc1ccccc1NC(=O)CCOc1ccccc1
30: CCc1cccc2sc(N(CCCN3CCOCC3)C(=O)CS(=O)(=O)c3ccccc3)nc12

Screen / compound no.	21	22	23	24	25	26	27	28	29	30
Glioma ERSR ind	-3%	-2%	-3%	-4%	0%	-4%&0%	-5%	-2%	-2%&-1%	0%
Pol kappa inh	-3%	-13%	5%	-17%	-7%	-1%	-5%	-7%	2%	-38%
APEX1 inh	-1%	.	74%[activator]	-3%	-4%	-14%	-7%	-11%	19%	-12%
POLB inh	2%	-1%	2%	15%	16%	.	.	?	-6%&21%	.
BLM helicase inh	-9%	0%	-3%	-5%	3%	.	.	1%	-4%&-6%	.
Pol iota inh	75%[activator]	8%	-4%	12%	-13%	9%	5%	13%	-5%&16%	89µM*
Pol eta inh	-21%	-10%	-13%	10%	-11%	-24%	-8%	-6%	-15%&-14%	-27%
Apoferritin bind	-4%	-13%	22%	-8%	-5%	.	.	-21%	7%&-8%	.
LDHA block	-18	-3	1	-3	-17	1&0	-1	9	0&-9	-3

31: Cc1ccccc1OCC(=O)NCC(=O)OCC(=O)c1ccc(-c2ccccc2)cc1
32: Nc1c(C(=O)N/N=C/c2ccc(Cl)cc2)cnn1-c1ccccc1
33: O=C(c1csc2ccccc12)N1CCN(c2ccc(Cl)c(Cl)c2)CC1
34: CCN(CC)CCCN(C(C)=O)c1nc(-c2cc(OC)ccc2OC)cs1
35: COc1ccc(CCNC(=O)COC(=O)COc2ccc(C#N)cc2)cc1
36: CCC(NC(=O)Cc1c(C)c2ccc(OC)c(C)c2oc1=O)C(=O)NC(Cc1ccc(Cl)cc1)C(=O)O (stereo unspecified)
37: COc1cc(CNCCCO)ccc1OCC(=O)NC(C)(C)C
38: CCOC(=O)c1c(-c2ccccc2)oc2ccc(O)c(CN3CCN(C)CC3)c12
39: O=C(Cc1cccs1)Nc1nnc(SCC(=O)N2CCCCC2)s1
40: Cc1cccc(N2C(=O)N3[C@@H]4c5ccccc5OC[C@@H]4[C@@H](c4ccccc4)[C@]3(C)C2=O)c1

Screen / compound no.	31	32	33	34	35	36	37	38	39	40
Glioma ERSR ind	-3%	0%	4%	-1%	-1%	-1%	-2%	-4%	-2%	-3%
Pol kappa inh	-2%	-11%	-9%	-13%	13%	10%	-10%	-2%	-1%	-1%
APEX1 inh	.	-4%	-3%	-5%	0%	15%	10%	-9%	-2%	30%
POLB inh	.	-8%	23%	-3%	1%	?	9%	36%	0%	39%
BLM helicase inh	.	-9%	-10%	40%[activator]	0%	-2%	1%	2%	-2%	-5%
Pol iota inh	9%	147%[activator]	3%	-4%	7%	18%	67%[activator]	103%[activator]	-1%	5%
Pol eta inh	.	-10%	-14%	-14%	-18%	-12%	-22%	-10%	-12%	-13%
Apoferritin bind	.	-3%	-5%	-11%	-9%	-7%	-2%	-13%	?	4%
LDHA block	3	-6	-8	-13	-1	2	-6	6	-8	0

41: O/N=C(\Cn1ccnc1)c1ccccc1
42: O=C(NNC(=O)c1cc(-c2ccncc2)nc2ccccc12)c1ccccc1F
43: O=C(NCCOCc1ccccc1)C(c1ccccc1)c1ccccc1
44: Cc1ccc(Cl)cc1N1CCN(S(=O)(=O)c2c(C)nc3scc(C)n3c2=O)CC1
45: O=C(NCC1CCCCC1)c1ccc(F)cc1Cl
46: COc1ccc(C(=O)Nc2ccc3[nH]c(-c4cccc(OC)c4)cc(=O)c3c2)cc1
47: Cc1cc(C(=O)N/N=C/c2cc(Br)ccc2OC(=O)c2ccccc2)n[nH]1
48: O=C(CCCCCN1C(=O)c2ccccc2C1=O)Nc1ccc(S(=O)(=O)N2CCCCC2)cc1

Screen / compound no.	41	42	43	44	45	46	47	48
Glioma ERSR ind	-1%	3%	0%	-1%	-11%	-4%&-3%	-7%	0%
Pol kappa inh	13%	-23%	-15%	-7%	-7%	-17%[60.1 µM]	-8%	-1%
APEX1 inh	.	6%	0%	21%	14%	?	?	-7%
POLB inh	.	.	-24%	17%	-26%	12%	?	4%
BLM helicase inh	.	.	-4%	-12%	-1%	-1%[75.6 µM]	-7%	-6%
Pol iota inh	-13%	16%	89%[activator]	52%[activator]	135%[activator]	-5%	-11%	13%
Pol eta inh	-9%	-13%	-18%	-17%	-12%	-5%	-11%	-5%
Apoferritin bind	.	.	-11%	-13%	-21%	-13%[110 µM]	1%	-23%
LDHA block	-1	-2	1	-6	-6	-7	-10	2

# Not all compounds are listed, so the mix of outcomes need not match the whole.
